Bioassay records from PubChem BioAssay.
FLuc modulator: counter-screen for miR-21 project: firefly luciferase inhibitors or activators; P08659; purified FLuc, Km substrates, luminescence inhibition; Potency, µM (titrated, usually from 57.5 µM), inactives show at the highest dose activity change, negative = inhibition, actives largely listed as inhibitors; hit rate 6.9% among 360,000; AID 588342;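 also: potency is read from the fitted curve at half-maximal effect; plate controls were vehicle for no effect and reference inhibitor for full effect; nearly all actives have a fitted effect of over 55% in size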
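Purified P. pyralis luciferase (10nM final) with 10uM D-luciferin and 10uM ATP (Km levels) in 50mM Tris acetate pH 7.5, 10mM Mg acetate, 0.01% Tween-20, 0.05% BSA; qHTS 6-point titration, ~60 µM downward; luminescence read.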
ELG1 DNA repair: ELG1-dependent DNA repair inhibition | hit rate 2.3% among 330,000 | Potency, µM (titrated, usually from 46.1 µM), without a hit: at the top dose activity change, negative = inhibition, usual class: inhibitors | HEK293T ELG1-luciferase reporter, luminescence, 16 h; DNA damage induced by 5-fluorouridine; also: potency is read from the fitted curve at half-maximal effect; % is scaled to controls: 0 for no effect and ±100 for the full control effect; nearly all actives have a fitted effect of over 55% in size
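DMSO vehicle served as the neutral condition. Each well held 2,000 cells given 5-fluorouridine plus compound; after 16 hr at 37 °C/5% CO2, ONE-Glo was added and luciferase measured 30 min later.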
Menin-MLL TR inh: menin-MLL binding inhibition, Texas Red mutant peptide | Potency, µM (top dose mostly 61.6 µM), for inactives: top-dose FP activity change, negative = inhibition, most hits filed as inhibitors | Menin + Texas Red MLL mutant peptide, fluorescence polarization | O00255 | hit rate 0.23% among 270,000 | AID 1768; active = well fitted inhibition curve with a large enough effect in the polarisation, with a control signal flat, not every such curve was filed as active; inconclusive = small, poorly fitted or top-dose-only effect, or effect the other way, or a change in a side signal; inactive = no such curve, though single readings can be large or run the other way; the % refers to the polarisation; also: potency is read from the fitted curve at half-maximal effect; % of control where 0% means no effect; many of its hits are not listed in these tables
PKM2 activator: activators of human pyruvate kinase M2; Potency, µM (top dose mostly 57.5 µM), inactives show at the top dose activation, actives largely listed as activators; hit rate 0.34% among 260,000; purified PKM2, Kinase-Glo ATP luminescence, activation; response scale: 0% is enzyme alone, no compound; also: potency is read from the fitted curve at half-maximal effect; % is scaled to controls: 0 for no effect and ±100 for the full control effect; nearly all actives have a fitted effect of over 55% in size
Target sequence (P14618 whole entry, looked up): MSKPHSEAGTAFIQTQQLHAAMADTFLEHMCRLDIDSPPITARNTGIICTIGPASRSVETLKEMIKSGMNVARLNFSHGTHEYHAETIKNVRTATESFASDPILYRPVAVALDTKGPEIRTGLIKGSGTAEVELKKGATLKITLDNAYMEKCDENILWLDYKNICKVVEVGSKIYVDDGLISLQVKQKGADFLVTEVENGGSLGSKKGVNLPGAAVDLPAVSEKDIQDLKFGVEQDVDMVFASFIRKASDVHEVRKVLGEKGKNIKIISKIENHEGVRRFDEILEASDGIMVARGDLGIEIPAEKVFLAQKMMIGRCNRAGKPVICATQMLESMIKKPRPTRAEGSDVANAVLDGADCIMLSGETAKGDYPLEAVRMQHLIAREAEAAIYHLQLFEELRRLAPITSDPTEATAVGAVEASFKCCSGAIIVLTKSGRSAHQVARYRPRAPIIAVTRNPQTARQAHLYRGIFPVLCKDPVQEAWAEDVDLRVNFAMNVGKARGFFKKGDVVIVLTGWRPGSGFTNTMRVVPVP
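Purified hPK-M2 (>95%) run at intermediate activity with 0.1 mM ADP and 0.5 mM PEP in 50 mM imidazole pH 7.2, KCl, MgCl2; 1 h room temperature. ATP formed read by Kinase-Glo luminescence; normalized to uninhibited and no-enzyme controls.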
NPC1 promoter act: NPC1 promoter activation. Huh7 NPC1 promoter luciferase reporter, 24 h. Potency, µM (top dose mostly 9.22 µM), without a hit: at the highest dose activation, actives largely listed as activators. hit rate 2.4% among 320,000;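 also: potency is read from the fitted curve at half-maximal effect; % of control where 0% means no effect; nearly all actives have a fitted effect of over 60% in size; reporter is driven by a mutant NPC1 promoter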
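Stably transfected Huh7 (NPC1 promoter→luciferase), 1500 cells/well in Opti-MEM + 10% FBS, 2 h settle, then compound 24 h at 37 °C. Luminescence after 10 min with Amplite reagent.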
RORg inh: inhibitors of mouse ROR gamma transcriptional activity; Potency, µM (doses to about 53.6 µM), for the others: at the top dose activity change, negative = inhibition, usual class: inhibitors; Drosophila S2 Gal4-RORgamma UAS-luciferase reporter, 20 h; hit rate 5.4% among 310,000; P51450; AID 2551; also: potency is read from the fitted curve at half-maximal effect; % is scaled to controls: 0 for no effect and ±100 for the full control effect; nearly all actives have a fitted effect of over 60% in size
Target sequence (P51450 whole entry, looked up, the tested form may be a part): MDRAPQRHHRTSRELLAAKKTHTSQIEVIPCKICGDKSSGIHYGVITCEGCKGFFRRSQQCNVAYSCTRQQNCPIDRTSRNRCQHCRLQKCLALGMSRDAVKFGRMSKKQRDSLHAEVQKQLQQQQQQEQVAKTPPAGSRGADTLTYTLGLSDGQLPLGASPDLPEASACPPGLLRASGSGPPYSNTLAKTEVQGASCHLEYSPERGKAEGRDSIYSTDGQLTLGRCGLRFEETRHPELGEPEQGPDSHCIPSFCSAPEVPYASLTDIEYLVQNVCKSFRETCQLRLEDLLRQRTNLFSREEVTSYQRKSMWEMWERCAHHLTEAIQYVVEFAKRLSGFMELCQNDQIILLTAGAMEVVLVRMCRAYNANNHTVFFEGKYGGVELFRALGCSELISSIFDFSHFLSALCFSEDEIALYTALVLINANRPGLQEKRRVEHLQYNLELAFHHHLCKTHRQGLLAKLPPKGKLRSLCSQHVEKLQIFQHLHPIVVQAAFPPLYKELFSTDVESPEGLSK
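Read-out: Photinus luciferase luminescence; inhibitors lower reporter signal. Insect Schneider cells with Gal4-ROR gamma fusion under metallothionein promoter, UAS reporter; 700 uM final copper sulfate induction, 20 hr, ambient temperature.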
KCNH2 3.1 block: KCNH2 3.1 (human) potassium channel inhibition. U2OS KCNH2 3.1, thallium flux FluxOr; hits give low values. activity change, % (tested at about 1.8 µM). hit rate 0.95% among 340,000;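 active = maximum activity change below -70%; inconclusive = maximum activity change from -70% to -50%; inactive = maximum activity change above -50%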;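 also: thallium influx rate constant from kinetic fluorescence after stimulation buffer; % is scaled to controls: 0 for no effect and ±100 for the full control effect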
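U2OS cells transduced with KCNH2 3.1 mutant virus (1.77 x 10^8 /mL, 4 h), plated overnight at 37 C, loaded 45 min with FluxOr dye plus Red40 quencher. Thallium flux rate constant from kinetic reads after stimulation buffer, normalised to controls.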
MBNL1-CUG inh: MBNL1-poly(CUG) RNA binding inhibition; Potency, µM (titrated, usually from 57.5 µM), without a hit: at the top dose activity change, negative = inhibition, most hits filed as inhibitors; Q9NR56; hit rate 0.036% among 280,000; TR-FRET MBNL1-His/biotin-(CUG)12 binding, 665/545 ratio; active = well fitted inhibition curve with a large enough effect in the signal ratio, with a control signal flat, not every such curve was filed as active; inconclusive = small, poorly fitted or top-dose-only effect, or effect the other way, or a change in a side signal; inactive = no such curve, though single readings can be large or run the other way; the % refers to the signal ratio; also: potency is read from the fitted curve at half-maximal effect; % is scaled to controls: 0 for no effect and ±100 for the full control effect
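Ratiometric TR-FRET (665 over 545 nm, excitation 340 nm) tracks disruption of MBNL1-His/biotin-(CUG)12 complex after 60 min at room temperature, with compounds at 92 nM to 58 uM final.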
Mito fusion act: mitochondrial division inhibition or fusion activation. AID 485298. hit rate 0.23% among 320,000. Potency, µM (titrated, usually from 46.1 µM), inactives show top-dose growth rescue (activation), actives largely listed as activators. S. cerevisiae fusion-defective mutant growth rescue, CellTiterGlo 48 h;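 also: potency is read from the fitted curve at half-maximal effect; % of control where 0% means no effect; nearly all actives have a fitted effect of over 45% in size; temperature-sensitive fusion mutants such as fzo1-1 at 37 °C on non-fermentable ethanol glycerol medium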
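Luminescent cell viability in 1536-well qHTS format served as the measure of rescued growth in ts fusion-mutant S. cerevisiae cultured on non-fermentable YPEG for 48 hours at 37C.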
Gal4-VP16 FLuc: inhibits Gal4-VP16 luciferase reporter, ROR gamma counter-screen; Drosophila S2 Gal4-VP16 UAS-luciferase, luminescence, 20 h; Potency, µM (top dose mostly 53.6 µM), for inactives: at the top dose activity, negative = inhibition, usual class: inhibitors; hit rate 3.5% among 310,000;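 also: Gal4-VP16 expression switched on by copper sulfate through the metallothionein promoter; potency is read from the fitted curve at half-maximal effect; % is scaled to controls: 0 for no effect and ±100 for the full control effect; nearly all actives have a fitted effect of over 50% in size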
Rab9 promoter act: Rab9 promoter activation | Huh7 Rab9 promoter-luciferase reporter, luminescence, 24 h | Potency, µM (series often up to 9.22 µM), for inactives: top-dose activation, negative = inhibition, actives largely listed as activators | hit rate 2.8% among 320,000 | AID 485297; also: potency is read from the fitted curve at half-maximal effect; % of control where 0% means no effect; nearly all actives have a fitted effect of over 60% in size
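Cells were plated at 1500 per well in reduced-serum medium with 10% FBS and left 2 h. Compound in DMSO was then added for 24 h at 37 °C. Reporter signal was read by luminescence after 10 min with luciferase detection reagent.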
Numbers without * were called inactive; ? = inconclusive; nt = no result given; [ ] = another dose, or the depositor's remark. Unless noted, calls follow the shape of the dose curve; as a rule, active = well fitted curve in the direction sought with a large enough effect; inconclusive = small, poorly fitted or top-dose-only effect, or another doubt; inactive = no such curve, though single readings can be large; an effect the other way counts as inactive or inconclusive. Not all compounds are listed (hit frequency here may not be typical).

SMILES | FLuc modulator | ELG1 DNA repair | Menin-MLL TR inh | PKM2 activator | NPC1 promoter act | RORg inh | KCNH2 3.1 block | MBNL1-CUG inh | Mito fusion act | Gal4-VP16 FLuc | Rab9 promoter act
c1ccc(C2CCC(N3CCC(N4CCCCC4)CC3)CC2)cc1 (stereo not given) | 0% | -3% | -21% | 7% | 0% | 5% | nt | -5% | -1% | -9% | -8%
CCCCn1nc2cc(C(=O)NC3CCCc4ccccc43)ccc2c1OCC (stereo not given) | 0% | ? | -5% | -4% | -2% | -6% | 2 | 2% | 0% | -5% | -2%
Cc1nn(-c2ccc(N3CCCCC3)nn2)c(C)c1CCC(=O)Nc1cc(F)ccc1F | 4.8µM* | 0% | -9% | nt | ? | -13% | 0 | 28% | 2% | -2% | ?
CCc1cc2c(=O)c(-c3nc4ccccc4n3C)c(C)oc2c(CN2CCN(CCO)CC2)c1O | -2% | 12% | -28% | 1% | -2% | -7% | 1 | -6% | 3% | 2% | -2%
CCOC(=O)C1(Cc2cccc(OC)c2)CCCN(Cc2cc(C(C)C)n[nH]2)C1 (stereo not given) | 1% | -8% | ? | -11% | 7% | 2% | -6 | -8% | -7% | 1% | 8%
NC(=O)c1cc([N+](=O)[O-])ccc1NCCN1C(=O)c2ccccc2C1=O | -18% | -3% | 3% | -1% | -4% | -11% | nt | ? | 0% | -3% | -6%
COc1cc(/C(C)=N/NC(=O)c2nnn(-c3nonc3N)c2-c2cccs2)ccc1O | -1% | 14% | nt | nt | -2% | -20% | -7 | -4% | 1% | -23% | 2%
CCCCOc1c(Cl)cc(CNC(C)(C)CO)cc1OCC | 0% | -2% | -27% | 2% | -3% | -21% | 0 | 0% | -2% | 0% | 2%
CCCn1c(N)c(N(CCOC)C(=O)c2ccc(-c3ccc(Cl)cc3)o2)c(=O)[nH]c1=O | -19% | 1% | nt | nt | 3% | nt | 13 | nt | -11% | nt | -2%
Cc1cc(C)cc(NC(=S)NCCc2c[nH]c3ccccc23)c1 | 0% | -11% | ? | 0% | 1% | 7.1µM* | -17 | -1% | -8% | 13µM* | -12%
COCCN(C(=O)c1cccc(-n2cnnn2)c1)c1c(N)n(CC(C)C)c(=O)[nH]c1=O | 0% | 11% | nt | nt | 0% | nt | 2 | nt | -2% | nt | -3%
CC(C)(C)C1C/C(=C/c2ccccn2)C(=O)/C(=C/c2ccccn2)C1 (stereo not given) | -8% | ? | -25% | 13% | -44%[inhibitor] | 5.6µM* | -1 | -1% | 0% | ? | -36%[inhibitor]
Cc1ccc(S(=O)(=O)NCC(=O)NCC(=O)N(C)Cc2ccc3ccccc3c2)cc1C | 0% | ? | ? | 0% | 1% | 24% | -14 | 10% | 12% | -5% | 2%
O=C(NCC1COc2ccccc2O1)C1(c2ccccc2)CCCC1 (stereo not given) | 0% | -5% | 2% | 1% | -1% | 28% | -2 | -5% | 27% | -20% | 0%
Cc1nc2ccccc2c(=O)n1NC(=O)c1cccc([N+](=O)[O-])c1 | -15% | -11% | 5% | -1% | -2% | -23% | -1 | nt | 5% | -1% | 11%
CN(C)c1ccc(C2N(C)C(=O)c3ccccc3N2C)cc1 (stereo not given) | 6% | 1% | 0% | -1% | 2% | 41% | -4 | -1% | 2% | 1% | 3%
CN(C(=O)CSc1nnc(-c2ccccc2F)n1N)C1CCCCC1 | 2% | 8% | nt | nt | -2% | nt | -13 | nt | -4% | nt | -7%
CC1CC(=O)Nc2ccccc2N1S(=O)(=O)c1cccs1 (stereo not given) | 0% | -4% | nt | -9% | 0% | -18% | -2 | nt | 0% | 4% | 1%
O=C(Nc1ccccc1F)c1cnccn1 | 4% | ? | -6% | 0% | -4% | 9% | -9 | 0% | -4% | 10% | 2%
O=C(c1ccc(Cl)s1)N(Cc1nnc(-c2ccccc2Cl)o1)C1CC1 | 19µM* | ? | nt | nt | 12% | nt | -3 | nt | 4% | nt | 21%
Cc1c(C(=O)OCC(=O)N2CCCCC2C)oc2ccccc12 (stereo not given) | ? | ? | nt | nt | 22% | nt | 4 | nt | 11% | nt | 22%
CC(=O)Nc1nnc(SCC(=O)N2CCCc3ccccc32)s1 | 1% | 1% | -1% | 1% | -4% | 10% | 8 | -3% | -3% | -12% | -8%
C/C(CC(=O)NCc1ccc(Cl)cc1)=N\NC(=O)c1ccccc1F | -4% | ? | 1% | -3% | -3% | ? | -9 | 4% | 1% | -20% | -8%
NC(=O)CCN1CCN(Cc2cn[nH]c2-c2cccc3ccccc23)CC1 | 0% | 6% | -1% | 3% | -6% | -18% | 0 | 9% | 6% | -2% | -4%
O=C(Nc1ccc(C(=O)O)cc1)/C(=C\c1ccco1)NC(=O)c1ccc(Br)o1 | -2% | 5% | -14% | 24% | -3% | -4% | -10 | 7% | -6% | -2% | -2%
Cn1c(NC(=O)c2ccc(Br)o2)cc(=O)n(C)c1=O | 0% | 2% | 32%[activator] | 4% | -1% | 13µM* | -2 | 16% | 4% | 3% | -5%
COc1ccc(/C=N/NC(=O)c2cc[n+]([O-])cc2)cc1O | -2% | 0% | 9% | -2% | -3% | 12% | -5 | ? | -9% | 3% | -2%
CCOc1ccc(-c2nnc(NC(=O)Cc3cc(OC)c(OC)c(OC)c3)o2)cc1 | ? | ? | -15% | nt | -5% | 11µM* | 7 | ? | -2% | ? | -4%[1.84 µM]
COC(=O)c1sc(NC(=O)c2cc(C)on2)nc1C | ? | ? | -15% | -20% | 15% | -14% | -4 | 2% | -4% | 23% | 23%
Cc1ccc(C(=O)NCCNc2ccc(Cl)cc2[N+](=O)[O-])o1 | -15% | 6% | 5% | 15% | 2% | 35% | 5 | ? | 2% | -8% | 2%
Cc1ccc(S(=O)(=O)N2CCN(S(=O)(=O)c3cccs3)CC2)cc1 | ? | ? | nt | -13% | ? | 17% | nt | -3% | 1% | 3% | ?
COc1nc(NCCc2ccc(OC)c(OC)c2)nc(NC(C)(C)CO)n1 | 3% | ? | 0% | 3% | 0% | ? | -12 | 11% | -2% | 1% | 2%
COC(=O)C1=C(C)N(CC2CCCO2)C(=O)/C1=C\c1ccc(O)cc1 (stereo not given) | 1% | 3% | 9% | -10% | 3% | -35% | -3 | 4% | -1% | -3% | 4%
CCCn1c(Cc2ccccc2)nnc1SC(C)C(=O)NC1CC1 (stereo not given) | 1% | 11% | nt | nt | -3% | nt | -8 | nt | 0% | nt | -4%
CC1CCN(Cc2ccc(-c3nn[nH]n3)cc2)CC1 | -2% | 3% | 10% | -12% | -2% | -11% | 9 | -9% | -1% | -14% | 2%
CCOc1cc(/C=N/N=C2/NC(=O)C(CC(=O)O)S2)ccc1OS(=O)(=O)c1ccc(C)cc1 (stereo not given) | ? | 3% | ? | -2% | -1% | 20% | 15 | 0% | -1% | -5% | -9%
O=C1OC(Nc2nc3ccccc3s2)c2ccccc21 (stereo not given) | 11µM* | ? | 6% | 2% | -4% | 9% | 2 | -12% | 2% | 4% | 7%
Cc1cc2oc(=O)cc(CN3CCOCC3)c2cc1C | 1% | 0% | nt | 4% | 1% | -32% | 2 | 2% | -1% | 1% | -9%
CCOc1ccc2[nH]c(=O)c(CN(CCc3ccccc3)C(=O)c3cnccn3)cc2c1 | 4% | -21% | 0% | -3% | 0% | 12% | -2 | -3% | 0% | -3% | -2%
Cc1ccc2nc3c(cc(C(N)=S)c(=N)n3CCCOC(C)C)c(=O)n2c1 | 1% | ? | -2% | 16% | 8% | 3% | -7 | ? | 9% | -18% | 2%
Cn1c(=O)c2c(ncn2CC(=O)NC(C)(C)C)n(C)c1=O | -2% | 2% | 1% | -1% | -6% | -5% | 8 | 4% | 0% | -2% | 6%
CC(C)(C)OC(=O)N1CCN(CCNC(=O)c2ccccc2)CC1 | -3% | ? | -2% | nt | -2% | 11% | 6 | -2% | 10% | -7% | -2%
COc1cc(C(=O)Oc2cc(C)[nH]c(=O)c2[N+](=O)[O-])cc(OC)c1OC | 0% | 15% | 10% | -1% | 1% | -10% | 6 | -23% | 2% | 3% | 2%
Cc1ccc(CCC(=O)Nc2ncc(Cc3cccc(Cl)c3Cl)s2)o1 | 10% | 8% | -9% | ? | -9% | 35µM* | -6 | -5% | -1% | ? | -19%
CCNc1nc(NCC)nc(OCCOC(=O)COc2ccc(Cl)cc2Cl)n1 | -15% | 8% | -2% | ? | -1% | ? | -12 | -14% | 3% | 4% | -4%
